# Screening results (PubChem)
# M1 antag – antagonists of human M1 muscarinic receptor | P11229 | CHO-K1 hM1, Fluo-8 calcium fluorescence, ACh EC80 antagonist | inhibition, % at 3 µM | actives 1.3% (n = 360,000);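 active = percent inhibition above its own plate's cutoff, namely the mean of that plate's compound wells plus 3 SD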;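 also: peak over basal fluorescence ratio during 140 s after agonist addition; 0% = ACh EC80 plus DMSO and 100% = DMSO alone without agonist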
# Target sequence (P11229 whole entry, looked up): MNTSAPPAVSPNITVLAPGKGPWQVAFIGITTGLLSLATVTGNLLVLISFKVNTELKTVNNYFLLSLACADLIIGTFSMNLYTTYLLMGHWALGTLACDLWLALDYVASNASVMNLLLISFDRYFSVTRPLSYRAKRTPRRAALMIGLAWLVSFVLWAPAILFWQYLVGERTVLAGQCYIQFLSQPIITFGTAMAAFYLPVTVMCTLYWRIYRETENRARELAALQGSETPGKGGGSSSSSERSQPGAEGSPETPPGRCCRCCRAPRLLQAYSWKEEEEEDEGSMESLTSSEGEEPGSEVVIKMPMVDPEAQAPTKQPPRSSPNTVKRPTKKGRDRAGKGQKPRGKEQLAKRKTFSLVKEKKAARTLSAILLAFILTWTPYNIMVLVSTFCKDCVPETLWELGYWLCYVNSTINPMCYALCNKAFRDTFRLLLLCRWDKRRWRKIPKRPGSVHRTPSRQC
# M5 antag – antagonists of human muscarinic M5 receptor (CHRM5); CHO-hM5 cells, Fluo-8 calcium fluorescence, ACh EC80; inhibition, % at 3 µM; P08912; AID 624040; actives 0.59% (n = 360,000);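 active = inhibition above a per-plate cutoff, the mean of that plate's test compounds plus 3 SD, cut at about 27% in these data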;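 also: 0% = acetylcholine EC80 with DMSO and 100% = DMSO without agonist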
# CHRM1 PAM – positive allosteric modulators of human M1 muscarinic receptor | P11229 | activation, % at 3 µM | CHO-K1 hM1, Fluo-8 calcium fluorescence, ACh EC20; 0% = ACh EC20, 100% = maximal ACh | actives 0.088% (n = 360,000); in the data active = activation above about 19%, passing the limit was not always enough
# CHRM5 PAM – CHRM5 positive allosteric modulation. CHO-K1 hM5, Fluo-8 calcium, ACh EC20 PAM; 0% = ACh EC20, 100% = ACh EC100. activation, % at 3 µM. actives 0.3% (n = 360,000);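 active = activation above the run cutoff, the mean activation of all test compounds plus 3 SD, cut at about 18% in these data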
#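 Measured by: Fluo-8 calcium fluorescence; material: human M5 receptor in CHO-K1 cells; schedule: Post-acetylcholine fluorescence recording 140 s; benchmarks: low control EC20 acetylcholine (0%), high control EC100 acetylcholine (100%); read-out: Max/basal fluorescence ratio as % of EC20–EC100 ACh window; compound: single dose, 3 µM nominal final test concentration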
# CRFR2-BP ag – CRF-BP/CRF-R2 complex agonism | activation, % at 13.2 µM | HEK293 CRF-R2/CRF-BP, calcium dye fluorescence (FLIPR); percent of saturating CRF peptide response | AID 588473 | actives 0.46% (n = 350,000);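 active = activation of at least 50%, plus an integration ratio under a set limit after plate pattern correction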;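 also: plate controls were neutral control wells without compound for no effect and CRF at EC100 for full effect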
# M4 PAM – potentiates acetylcholine response at human M4 receptor; P08173; CHO-K1 hM4/Gqi5, Fluo-8 calcium fluorescence, ACh EC20; 0% = ACh EC20, 100% = maximal ACh; activation, % at 3 µM; actives 0.4% (n = 360,000); AID 624126;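 active = activation above its plate's cutoff, the mean activation of sample wells plus 3 SD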; also: some results filed as inactive read as strong as hits
# Target sequence (P08173 whole entry, looked up): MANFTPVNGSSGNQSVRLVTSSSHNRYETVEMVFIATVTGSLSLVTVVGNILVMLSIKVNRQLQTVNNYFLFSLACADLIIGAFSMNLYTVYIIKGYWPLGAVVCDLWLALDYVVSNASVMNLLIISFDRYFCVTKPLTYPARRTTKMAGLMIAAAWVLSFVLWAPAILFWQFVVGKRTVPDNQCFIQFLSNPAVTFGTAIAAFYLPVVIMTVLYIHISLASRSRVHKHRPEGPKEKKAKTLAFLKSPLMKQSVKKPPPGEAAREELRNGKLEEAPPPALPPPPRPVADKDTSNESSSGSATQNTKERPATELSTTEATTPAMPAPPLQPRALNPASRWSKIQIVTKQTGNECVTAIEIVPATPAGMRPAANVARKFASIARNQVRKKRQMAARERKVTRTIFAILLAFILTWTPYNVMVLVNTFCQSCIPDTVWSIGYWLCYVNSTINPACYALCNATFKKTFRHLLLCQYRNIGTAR
# CHRM5 agonist – agonists of human muscarinic M5 receptor (CHRM5); P08912; CHO-K1 hM5 cells, Fluo-8 calcium fluorescence; 0% DMSO wells, 100% maximal acetylcholine response; activation, % at 3 µM; actives 0.19% (n = 360,000); AID 624037;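 active = activation above the run's mean over test compounds plus 3 SD, cut at about 23% in these data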;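 also: signal is peak over basal fluorescence ratio across the kinetic read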
# CHRM4 antagonist – CHRM4 antagonism in calcium assay; P08173; AID 624125; actives 0.73% (n = 360,000); inhibition, % at 3 µM; CHO-hM4 cells, ACh EC80, Fluo-8 calcium fluorescence;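 active = inhibition above its plate's cutoff, the mean inhibition of sample wells plus 3 SD, cut at about 27% in these data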;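 also: 0% = acetylcholine EC80 with DMSO and 100% = DMSO without agonist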
# M4 ag – agonists of human muscarinic M4 receptor (CHRM4); CHO-K1 hM4/Gqi5, Fluo-8 calcium fluorescence; vehicle 0%, full acetylcholine response 100%; activation, % at 3 µM; actives 0.14% (n = 360,000); AID 624127;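 active = activation above the run mean over all test wells plus 3 SD, cut at about 32% in these data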;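 also: peak over basal fluorescence ratio per well then scaled between controls; 0% = DMSO wells and 100% = acetylcholine at EC100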
# Active calls of the source: *; x = not tested or not shown.
item	Compound	CHRM1 PAM	M4 ag	CHRM5 PAM	M4 PAM	M1 antag	CHRM5 agonist	CRFR2-BP ag	M5 antag	CHRM4 antagonist
1	Cc1ccsc1C(=O)NCCc1nnc2ccccn12	0	1	-4	-2	3	-3	-1.0	8	1
2	O=C(C1CCC1)N1CCc2cc(S(=O)(=O)NCCN3CCN(c4ccccc4F)CC3)ccc21	-8	11	-22	-15	19	-2	-1.2	20	7
3	CC(=O)c1ccc(NC(=O)CSC(C)C)cc1	3	1	-5	-1	-12	-3	1.6	6	8
4	COc1ccc(NC(=O)COC(=O)c2ccncc2)c(OC)c1	0	1	-4	-1	0	-1	0.2	7	3
5	CC(=O)c1ccc(NC(=O)Nc2ccc3c(c2)nc(C)n3C)cc1	9	1	10	12	-8	1	-0.6	1	-11
6	O=C(NCc1ccc(F)cc1)N1[C@H]2CC[C@@H]1C=C(c1ccc(F)cc1OCc1ccccc1)C2	-9	-1	-3	-6	5	-1	8.1	11	2
7	CCn1c(CNc2ccc(C)cc2C)nnc1SCC(=O)N1CCCc2ccccc21	1	3	3	2	4	-12	-0.9	6	-11
8	Cc1ccc(C)c(NC(=O)COC(=O)c2ccc(S(=O)(=O)N3CCCC3)cc2)c1	6	0	2	2	-5	2	0.9	7	-8
9	COc1cc(CC(=O)Nc2ccc(S(=O)(=O)NC3=NCCCCC3)cc2)cc(OC)c1OC	0	0	0	-20	-2	2	-0.8	-3	18
10	Cn1c2ccccc2n2c(=O)c(=O)n(CC(=O)c3ccc(F)cc3)nc12	2	2	-2	0	-5	0	-3.9	4	4
11	CCCOC(=O)c1[nH]c2c(c1C)C(=O)CC(c1cc(OC)c(OC)c(OC)c1)C2 (stereo not drawn)	-17	15	-20	-8	23	6	-1.8	20	7
12	COc1ccc(CNC(=O)C(C)n2nc(C)c3c(C)n(-c4ccccc4)nc3c2=O)c(OC)c1 (stereo not drawn)	1	3	-2	0	-7	-4	-1.7	11	7
13	COc1ccc(Cn2cc(Cn3c4ccccc4c(=O)n3C(C)C)nn2)cc1	5	0	3	14	-27	-1	x	10	-5
14	COc1ccc2cc(CN(C(=O)Nc3ccccc3OC)C3CCCC3)c(=O)[nH]c2c1	8	2	2	10	-8	0	-1.2	-7	-10
15	O=S(=O)(c1ccc(S(=O)(=O)N2CCCC3(CCCCC3)C2)cc1)N1CCCCC1	5	0	-7	1	-7	0	-0.4	5	6
16	N#Cc1cn(CCOc2ccccc2F)c2ccccc12	4	5	-18	-14	-1	-3	6.4	13	-1
17	O=C(O)c1cncc(Br)c1	3	2	3	-1	2	-3	-1.3	-7	-15
18	COc1ccc2[nH]c3c(c2c1)CCN1C(=O)N([C@@H](C)C(=O)NCc2ccco2)C(=O)[C@]31C	4	2	-3	-3	-14	2	-4.6	-1	-8
19	COC(=O)c1cc(C(=O)Nn2cnnc2)cc([N+](=O)[O-])c1	8	0	0	-2	-19	1	2.2	9	-5
20	Cc1ccc(N(C(=O)c2csnn2)C(C(=O)NC2CCCCC2)c2ccccn2)cc1C (stereo not drawn)	3	1	0	-3	3	-2	-2.2	8	-8
21	CN(Cc1ccccc1)c1ncnc2sccc12	-13	8	-6	-13	15	4	-1.0	7	7
22	CCC(=O)Oc1ccc(C(=O)Nc2ccc3c(c2)OCO3)cc1	2	13	-3	-3	-4	0	-2.1	10	-3
23	CCCCOCCCNC(=O)C[C@@H]1C[C@@]2(C(=O)OC)CC(C)(C)CC=C2N(Cc2ccccc2)C1=O	x	8	3	4	x	-4	x	5	-3
24	CC(C#N)(Cc1ccccc1)Nc1ccccc1 (stereo not drawn)	8	4	-6	-1	-5	6	-0.9	5	-2
25	Cc1ccc(Cl)c(OCC(=O)N2CCc3ccccc3C2)c1	-3	0	-8	-4	-6	-2	-0.9	7	-5
26	O=C(NCCc1nc2ccccc2[nH]1)/C(=C/c1ccco1)NC(=O)c1ccc(Br)o1	-8	2	-5	-4	11	0	-2.5	5	-7
27	N/C(=N\OC(=O)Oc1ccccc1)c1cccc([N+](=O)[O-])c1	7	1	-2	1	-8	0	1.9	3	5
28	COc1ccc(C(CNC(=O)c2ccc(S(=O)(=O)Nc3ccc(F)cc3)cc2)N(C)C)cc1 (stereo not drawn)	3	16	5	-1	-6	-3	20	4	-4
29	O=C(NCC(=O)N(c1ccc(Cl)cc1)C(C(=O)NC1CCCC1)c1cccnc1)c1ccco1 (stereo not drawn)	13	1	-2	-2	-7	-3	0.4	19	-4
30	COC(=O)C(NC(=O)c1ccccc1)=C(C)C	4	0	5	3	-9	-3	0.1	-2	0
31	COC(=O)c1[nH]c2cccc(Cl)c2c1NC(=O)CN(C)C1CCCCC1	-10	3	-2	-18	-2	-10	3.1	-6	6
32	Cc1ccc(NC(=O)Cc2noc3ccccc23)c(C)c1	-3	0	1	0	-4	-5	-1.5	2	13
33	CCOC(=O)Cc1csc(NC(=O)COc2ccc(C)c(C)c2)n1	3	5	3	3	-6	-1	-0.1	-9	-8
34	Nc1nc(-c2ccccc2)nn1C(=O)Cc1ccccc1	3	0	-2	-4	-2	-1	-0.1	4	-2
35	CN1C(=O)c2oc3ccccc3c(=O)c2C1c1ccccn1 (stereo not drawn)	7	1	6	8	-4	-3	-2.8	-6	-6
36	COCCOC(=O)C1=C(C)NC(SCC(=O)NC(C)(C)C)=C(C#N)C1c1ccco1 (stereo not drawn)	-6	6	8	5	1	7	0.5	-2	-11
37	Cc1c(C#N)c(N=CN(C)C)c(C(=O)c2ccc(Br)cc2)n1-c1ccc(Cl)cc1	1	-3	-7	1	-2	-3	1.8	5	2
38	CC(=O)Nc1ccc(C(=O)OCC(=O)NC2CCCCCCC2)cc1	1	0	-7	-6	2	-2	-0.8	7	-3
39	O=C(Nc1ccccc1)C1CC=CCC1C(=O)OCC1CCCO1 (stereo not drawn)	0	1	1	-4	5	-1	0.4	-1	-1
40	O=C(CN(CC1CCCO1)C(=O)CNS(=O)(=O)c1ccc(Cl)cc1)NC1CCCCC1 (stereo not drawn)	12	0	1	2	-6	-4	-2.4	16	4
41	CC1(C)CC(=O)C(C(C2=C(O)CC(C)(C)CC2=O)c2cccnc2)C(=O)C1 (stereo not drawn)	3	0	-1	3	-8	-2	-4.3	5	0
42	COc1ccc2oc(C(=O)NCC(c3ccco3)N(C)C)c(C)c2c1 (stereo not drawn)	-1	1	-5	-5	5	3	-0.9	2	5
43	O=C(O)Cc1ccc(C(=O)c2ccc(Cl)cc2Cl)s1	-4	0	-2	-6	10	-3	1.1	11	9
44	O=C(NC(=S)Nc1ccccc1OC(F)F)c1ccc2c(c1)OCO2	-7	0	-9	8	17	-3	6.5	10	-6
45	COc1ccc(C(CNC(=O)c2ccc(NS(=O)(=O)c3ccc(F)c(C)c3)cc2)N2CCOCC2)cc1 (stereo not drawn)	0	7	-4	-4	2	-4	0.0	-2	0
46	COC(=O)C1C(=O)c2c([nH]c(C(=O)OCCSC)c2C)CC1C (stereo not drawn)	4	2	-3	7	-10	3	-0.2	0	-5
47	Cc1ccccc1C(=O)N1CCC(C(=O)Nc2ccc(S(=O)(=O)N(C)C(C)C)cc2)CC1	5	4	10	5	1	4	9.3	-6	13
48	C=C(c1ccc(OC)cc1)c1ccc(OC)cc1	-4	0	-5	0	4	0	0.8	3	1
49	COc1ccccc1C(CNC(=O)C(C)Oc1ccc(Br)cc1)N1CCCC1 (stereo not drawn)	-22	0	-23	-6	31*	-9	0.4	8	1
50	COc1cccc(C2/C(=C(/O)c3ccccc3)C(=O)C(=O)N2CCCC(=O)O)c1 (stereo not drawn)	9	0	10	3	-17	1	-2.8	-4	5
51	CC(=O)ONC(=Nc1ccccc1)c1nonc1N	18	0	4	10	-11	0	-2.7	5	-10
52	O=C1C=C(N(CCO)Cc2ccccc2)c2ccccc2C1=O	5	1	3	-6	0	1	-2.7	12	4
53	Cc1nn(C)c(Nc2ccc(Br)cc2)c1Br	-12	8	-14	-14	28	0	-0.2	17	6
54	C=C1CCN([C@@H](Cc2ccccc2)C(=O)NCc2ccc(Cl)cc2)S(=O)(=O)c2ccccc21	-3	1	-15	-11	-3	-3	1.1	5	1
55	CC1CCCCC12NC(=O)N(Cc1cc(=O)n3ccsc3n1)C2=O (stereo not drawn)	6	0	-1	-14	-20	0	-0.4	7	-1
56	CCOC(=O)C1=CCN(S(=O)(=O)c2cccc(Cl)c2)C1c1ccccc1 (stereo not drawn)	-4	-2	-5	-4	11	-5	x	5	5
57	Cc1ccc(S(=O)(=O)N(Cc2cc3ccc(C)cc3[nH]c2=O)c2ccccc2)cc1	6	0	-2	12	-14	-2	0.9	5	-15
58	COc1ccc(Nc2ncc(F)c(N3CCOCC3)n2)cc1	2	9	0	-3	-4	2	-0.5	13	-4
59	CCc1ccc(OCC(O)CN2CCC(CN3C(=O)c4cccc5cccc(c45)C3=O)CC2)cc1 (stereo not drawn)	-4	2	-1	-12	-10	-6	-0.7	-2	4
60	COc1ccc(N2CCN(S(=O)(=O)c3ccc4c(c3)CCCC4)CC2)c([N+](=O)[O-])c1	-13	1	0	1	35	2	-0.3	4	-2

# Of the compounds above, these contain a COOH group.
item	Compound	CHRM1 PAM	M4 ag	CHRM5 PAM	M4 PAM	M1 antag	CHRM5 agonist	CRFR2-BP ag	M5 antag	CHRM4 antagonist
17	O=C(O)c1cncc(Br)c1	3	2	3	-1	2	-3	-1.3	-7	-15
43	O=C(O)Cc1ccc(C(=O)c2ccc(Cl)cc2Cl)s1	-4	0	-2	-6	10	-3	1.1	11	9
50	COc1cccc(C2/C(=C(/O)c3ccccc3)C(=O)C(=O)N2CCCC(=O)O)c1 (stereo not drawn)	9	0	10	3	-17	1	-2.8	-4	5

# Sorted by value in M4 ag (descending): some entries from above
no. | SMILES | M4 ag
58 | COc1ccc(Nc2ncc(F)c(N3CCOCC3)n2)cc1 | 9
36 | COCCOC(=O)C1=C(C)NC(SCC(=O)NC(C)(C)C)=C(C#N)C1c1ccco1 (stereo not drawn) | 6
43 | O=C(O)Cc1ccc(C(=O)c2ccc(Cl)cc2Cl)s1 | 0

# Further compounds follow:
item	Compound	CHRM1 PAM	M4 ag	CHRM5 PAM	M4 PAM	M1 antag	CHRM5 agonist	CRFR2-BP ag	M5 antag	CHRM4 antagonist
61	O=C(O)c1cccc(S(=O)(=O)N2CCN(S(=O)(=O)c3ccc4ccccc4c3)CC2)c1	6	1	6	4	-5	-1	-2.2	6	-6
62	O=C(O)CC(NC(=O)/C(=C/c1ccccc1)NC(=O)c1ccccc1)c1ccccc1 (stereo not drawn)	2	1	8	9	11	0	0.0	-11	1
63	O=C(/C=C/c1cccc(Cl)c1)OCC(=O)c1ccc[nH]1	0	0	-5	3	1	2	-1.4	7	-11
64	COc1ccc(NC(=O)C2CC2)cc1-n1cnnn1	11	0	-1	12	-8	1	0.1	6	9
65	O=C(COC(=O)CNC(=O)c1ccccc1)Nc1nnc(-c2ccccc2)o1	9	0	-13	0	-23	-4	1.9	10	-16
66	COc1ccc(NC(=O)CCCN2C(=O)/C(=C\c3ccco3)SC2=S)cc1	-1	4	-6	-2	6	-1	-2.4	5	-2
67	COc1cc(C(=O)OCc2cc(=O)n3ccsc3n2)ccc1OC(C)C	2	3	3	-2	-12	1	3.9	9	-8
68	COC(=O)c1cc(S(=O)(=O)NCc2ccc3c(c2)OCO3)c[nH]1	9	0	0	3	-15	2	0.6	5	-6
69	C[n+]1ccccc1/C=C/c1c(F)cccc1F	8	1	-5	-7	-8	-24	-0.3	0	3
